P. falciparum M1AAP = malaria alanyl aminopeptidase activity blockers – biochemical, fluorogenic H-Leu-NHMec substrate, 1536-well (AID 1445). inhibition, % at 30 µM; hits with a dose series show IC50 in µM. recombinant M1AAP, H-Leu-NHMec fluorogenic kinetic assay; higher % means a stronger effect. actives 0.42% (n = 220,000);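 active = primary inhibition above the hit cutoff, then over 50% inhibition at one or more dose response concentrations, cut at about 23% in these data, passing the limit was not always enough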;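 also: plate controls were DMSO full reaction for no effect and no enzyme background for full effect; strong numbers were not always called active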
Dynein cargo inh = dynein cargo transport inhibition; 3617.4 mouse cells, GR-EGFP nuclear translocation imaging; test concentration mostly 20 µM; stimulated with dexamethasone, 1 µM; stronger effect = lower value; z-score, hits read low; actives 0.47% (n = 220,000); AID 1381;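 active = plate z-score of nuclear minus cytoplasmic receptor signal below a set negative limit, without overly bright fluorescence or cell loss, cut at about -3.5 in these data, passing the limit was not always enough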;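 also: z-score of nuclear minus cytoplasmic ring GR-EGFP intensity difference per well; some compounds called inactive have numbers as strong as hits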
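medium = tetracycline-free induction medium containing charcoal-stripped FBS | also added = 1.0 µM final dexamethasone stimulus | schedule = 48 h induction, 1 h compound, 30 min dex at 37 °C | technique = fixed, Hoechst-stained cells imaged at 10x for EGFP | measure = GR-EGFP nuclear translocation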
Yfh1-off respiration = mitochondrial function rescue without frataxin homolog – Friedreich's ataxia, plus single-dose screen, dose response (AID 1465) | S. cerevisiae Yfh1-off respiration, WST-1 reduction, 72 h; higher fold induction means a stronger effect | fold induction at 50 µM, or EC50 in µM where a hit was titrated | actives 0.074% (n = 220,000);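 active = fold induction of absorbance versus untreated yeast above a set limit, then at least 30% activation at any dose in follow-up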;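 also: activators that raise dye reduction in frataxin-depleted yeast; strong numbers were not always called active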
Lipid droplet = modulators of hepatic lipid droplet formation; AID 1656; inhibition, % at 6.5 µM; AML12 mouse hepatocytes, oleate lipid droplets, BODIPY imaging; actives 0.4% (n = 240,000);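 active = lipid droplet intensity inhibited by at least 50%, with more than 500 cells counted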
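Material – mouse AML12 hepatocyte cell line, fixed after treatment · Compound dosing – one dose, 6.5 µM compound · Times – compound with oleate, overnight · Measured by – Image-based BODIPY and DAPI two-channel analysis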
P. falciparum M17LAP = P. falciparum M17LAP inhibitors, primary screen, biochemical, fluorogenic H-Leu-NHMec substrate, 1536-well (AID 1619). recombinant M17LAP, H-Leu-NHMec fluorogenic kinetic assay; higher % means a stronger effect. one-dose inhibition, % at 30 µM; IC50 in µM for titrated hits. actives 0.38% (n = 220,000);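 active = compound inhibiting the enzyme by more than half at any dose during confirmatory dose-response retesting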;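 also: plate controls were full reaction with DMSO carrier for no effect and no enzyme background for full effect; strong numbers were not always called active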
CSM14.1 death rescue = rescue of cells from ER stress-induced death, primary screen, 384-well, CSM14.1, thapsigargin, ATP luminescence (AID 1222) | one-dose cellular ATP content (survival), % at 20 µM; EC50 in µM for titrated hits | CSM14.1 thapsigargin-induced death rescue, ATP luminescence; higher % means a stronger effect | 190,000 tested, under 10 active;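 active = EC50 below 50 µM in the dose-response confirmation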;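 also: death triggered by thapsigargin at about 15 µM added after 2 h compound pretreatment; cell ATP read after overnight thapsigargin exposure of roughly 18 to 22 hours; normalized against plate controls of thapsigargin alone and 5% DMSO vehicle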
MT stabilizer = stabilizes microtubules in HeLa cells. HeLa tubulin immunostaining HCS, 24 h; share of cells brighter than vehicle mean+2SD. % tubulin-high responders, % at 10 µM. actives 0.83% (n = 200,000). AID 2205;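 active = plate Z-score above 3 for both tubulin-high and condensed-nucleus cell shares, with cell loss under 80%, at 10 µM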;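 also: anti alpha tubulin signal scored within the nucleus-defined area of each cell; some results filed as inactive read as strong as hits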
Ins promoter up = MIN6 insulin promoter up-regulation; MIN6 insulin promoter-GFP reporter, high-content imaging; stronger effect = higher value; z-score at 5 µM; actives 0.3% (n = 190,000);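 active = z-score above 3 at 5 µM with at least 500 cells counted in the well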
Autophagy HCS = alters autophagy in cells | MEF GFP-LC3 puncta imaging; test concentration mostly 10 µM | calls only at 10 µM (by protocol) | actives 0.98% (n = 190,000);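 active = percentage of spot-positive cells more than 3 SD above its plate mean, without a fluorescence outlier flag or 80% toxicity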;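 also: spot-positive cell cutoff set from DMSO-treated cells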
Dynein cargo inh cytoplasmic EGFP = further read-out of Dynein cargo inh, marked with its call; z-score; measured here: cytoplasmic GR-EGFP intensity; stronger effect = higher value
Dynein cargo inh nuclear GR-EGFP = recorded beside Dynein cargo inh, whose call it bears; z-score; measured here: nuclear GR-EGFP intensity;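 lower value marks the stronger effect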
Dynein cargo inh cell count = also measured in Dynein cargo inh; calls as there; z-score; measured here: cell count per field
Ins promoter up cell count = recorded beside Ins promoter up, whose call it bears; cell count; measured here: cytotoxicity, nuclei count;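 total cells summed across four imaged fields per well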
Lipid droplet cells 6.5 µM = also measured in Lipid droplet; calls as there; cell count; measured here: cell count, cytotoxicity flag;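 cells counted across two imaged fields per well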
MT stabilizer Hoechst-high % = further read-out of MT stabilizer, marked with its call; % Hoechst-high responders; measured here: nuclear condensation Hoechst responders;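 share of cells brighter than vehicle mean plus two SD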
MT stabilizer cytotoxicity % = also measured in MT stabilizer; calls as there; toxicity, %; measured here: cytotoxicity by cell density;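 0% = mean cell density of plate MIN control wells and 100% = no cells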
Autophagy HCS cell loss 18 h = recorded beside Autophagy HCS, whose call it bears; toxicity, %; measured here: cell loss, nuclei count;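 cell loss after 18 h compound exposure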
* hit, by the source's call; i = inactive; nt = not tested or not shown. Outcome played no part in choosing rows, and some 3.5% of all compounds hit somewhere here.

SMILES | P. falciparum M1AAP | Dynein cargo inh | Dynein cargo inh cytoplasmic EGFP | Dynein cargo inh nuclear GR-EGFP | Dynein cargo inh cell count | Yfh1-off respiration | Lipid droplet | Lipid droplet cells 6.5 µM | P. falciparum M17LAP | CSM14.1 death rescue | MT stabilizer | MT stabilizer Hoechst-high % | MT stabilizer cytotoxicity % | Ins promoter up | Ins promoter up cell count | Autophagy HCS | Autophagy HCS cell loss 18 h
COc1cccc(OC)c1C(=O)Nc1ccc2c3c(cccc13)CC2 | -2% | 1.6 | -0.25 | 0.4 | -0.058 | i | nt | nt | 13% | -1.5% | 3.4 | 1.7 | 6.2 | -0.53 | 1541 | i | 6
COc1ccc(S(=O)(=O)n2nc(-c3ccc(Cl)cc3)cc2N)cc1 | 4% | 1.8 | -0.037 | 1.5 | -2.8 | i | -30 | 687 | 8% | nt | nt | nt | nt | -0.7 | 908 | nt | nt
CCCC(=O)Nc1ccc(-c2csc(N/N=C\c3ccncc3)n2)cc1 | 11% | 0.38 | -0.22 | 0.68 | 0.03 | i | 5 | 645 | 4% | nt | nt | nt | nt | -0.96 | 799 | nt | nt
COc1cccc(C(=O)Nc2cc(S(=O)(=O)N3CCCCC3)ccc2OC)c1 | 5% | 0.22 | -0.21 | -0.25 | 0.21 | i | -4 | 653 | -14% | 0.9% | 1.1 | 1.7 | 3.6 | 0.27 | 1472 | i | -16
O=C1CCN2C=Nc3cccc4ccc1c2c34 | 10% | 0.23 | -0.33 | 0.27 | 0.11 | i | nt | nt | 1% | -1.6% | 23 | 2.2 | 21 | 2 | 1546 | i | 19
O=C(c1ccc(N2C(=O)C3CCCCC3C2=O)cc1)N1CCCCC1 (centres undefined) | 1% | -0.74 | -0.3 | -0.55 | 0.57 | i | -13 | 616 | 1% | 0.3% | 3.6 | 3.4 | 6.8 | -0.06 | 1287 | i | -14
COC(=O)c1ccc(COc2ccc3c(C)c(C)c(=O)oc3c2C)o1 | 2% | -0.72 | -0.25 | -0.22 | 0.37 | i | nt | nt | 2% | -1.2% | 4.5 | 2.5 | 8.8 | 1 | 1060 | i | 2
CN(C)S(=O)(=O)c1ccc2c(c1)nc1n2CCC1 | 1% | 3.1 | 0.076 | 1.9 | -1.8 | i | -10 | 749 | -5% | -2.3% | 1.5 | 1.8 | 11 | -0.45 | 867 | i | -21
O=C(Cn1cc(C(=O)c2cccs2)c2ccccc21)NCC1CCCO1 (centres undefined) | 17% | -0.99 | -0.27 | -0.53 | -0.063 | i | 6 | 729 | 20% | -1.8% | 2.6 | 2.7 | 5.1 | nt | nt | i | 5
CC(NC(=O)Cc1cccs1)c1ccc2c(c1)OCO2 (centres undefined) | 3% | -1.1 | -0.25 | -0.59 | 0.84 | i | 16 | 756 | 18% | 0.5% | 3.9 | 2.8 | 6.7 | 0.2 | 1219 | i | -9
COc1cc(C(c2sc3nc(C)nn3c2O)N2CC(C)CC(C)C2)cc(OC)c1OC (centres undefined) | 7% | 1.7 | -0.0075 | 1.3 | -1.2 | i | -13 | 752 | 15% | -1.5% | 5.4 | 1.5 | 5.8 | nt | nt | nt | nt
O=C(Nc1cn(-c2ccccc2)nc1-c1ccc(F)cc1)c1ccccc1 | 0% | -0.9 | -0.2 | -0.44 | 0.8 | i | 6 | 669 | -17% | -2.1% | 4.5 | 3.2 | 8.4 | 0.15 | 1512 | i | -12
COc1ccc(-c2csc(C3=C(O)CN(Cc4ccc(Cl)cc4)C3=N)n2)cc1OC | 0% | -0.66 | -0.093 | 0.01 | 1.4 | i | 4 | 784 | 3% | -1.6% | 1.0 | 1.5 | 7.0 | -1.7 | 951 | i | 19
Cc1ccc(Nc2nc(CSc3nnc(-c4ccncc4)n3-c3ccccc3C)cs2)cc1 | -5% | -0.14 | -0.23 | -0.042 | 0.017 | i | -47 | 579 | 3% | -2.0% | 3.4 | 2.6 | 8.6 | -0.55 | 1163 | i | -5
O=C(O)c1ccc(COc2ccc(/C=N/NC(=O)c3cccs3)cc2)cc1 | 32% | -0.41 | -0.19 | 0.21 | 1.8 | nt | nt | nt | 49% | -0.7% | 2.4 | 1.3 | 6.7 | -0.95 | 1250 | i | 6
COCCCn1c(SCc2cccc(C(F)(F)F)c2)nc2cc(OC)c(OC)cc2c1=N | 5% | -0.63 | -0.21 | -0.66 | 1.7 | i | nt | nt | 2% | -0.6% | 1.8 | 2.3 | 12 | nt | nt | i | -2
Cc1ccc(NC(=O)C2CCCN2S(=O)(=O)c2ccc3c(c2)n(C)c(=O)c(=O)n3C)cc1 (centres undefined) | 3% | -0.2 | -0.21 | 0.045 | 0.35 | i | 8 | 693 | -1% | nt | nt | nt | nt | -0.02 | 1056 | nt | nt
Cc1cc2ncn(C3CC(=O)N(Cc4ccc(N5CCCC5=O)cc4)C3=O)c2cc1C (centres undefined) | 4% | -1.4 | 0.29 | -0.41 | 0.27 | i | 18 | 675 | 4% | nt | 5.0 | 2.7 | 8.8 | -0.08 | 1775 | nt | nt
CC(C)(C)c1ccc(OCC(=O)NNC(=O)C2CCCO2)cc1 (centres undefined) | nt | 0.87 | -0.29 | 1 | -0.42 | i | 15 | 729 | nt | -2.2% | 1.8 | 1.0 | 0.6 | 0.81 | 1489 | i | 0
CC(C)(C)c1ccc(C(=O)NCCn2c(N)c(C#N)c3nc4ccccc4nc32)cc1 | 18% | -0.29 | -0.22 | 0.45 | 0.086 | i | -1 | 740 | 1% | -0.9% | 2.0 | 1.5 | 8.0 | 0.36 | 1117 | i | -20
O=C(CCC(=O)c1cccs1)Nc1ccccc1F | 1% | -0.72 | -0.22 | -0.42 | 0.42 | i | nt | nt | 2% | -3.6% | 1.2 | 1.9 | 7.4 | 0.67 | 1274 | i | 24
O=[N+]([O-])c1cc(Cl)ccc1Sc1cccc2cccnc12 | 1% | 1.4 | 0.65 | 1.4 | -1.3 | i | 0 | 789 | -8% | -1.4% | 2.7 | 1.1 | 1.8 | -0.75 | 988 | i | -4
Cc1cc(C)nc(NC(=O)CSc2nc3cc(Cl)ccc3s2)n1 | 1% | -1.7 | 1.1 | -0.59 | -3.1 | i | -16 | 754 | -10% | -2.8% | 1.4 | 1.7 | 12 | -0.63 | 790 | i | -10
O=C(CSc1nnc2ccccn12)Nc1ccc(S(=O)(=O)N2CCOCC2)cc1 | 8% | -0.072 | -0.25 | 0.089 | -0.36 | i | 4 | 665 | 8% | -0.6% | 1.0 | 1.4 | 5.3 | -1 | 920 | i | 0
COC(=O)CSC1=C(C#N)C(c2ccsc2)CC(=O)N1 (centres undefined) | 3% | -0.46 | -0.25 | -0.28 | 0.12 | i | 6 | 727 | -2% | -1.5% | 45* | 26* | 32* | 0.31 | 903 | i | 8
(listing goes on)
SMILES | P. falciparum M1AAP | Dynein cargo inh | Dynein cargo inh cytoplasmic EGFP | Dynein cargo inh nuclear GR-EGFP | Dynein cargo inh cell count | Yfh1-off respiration | Lipid droplet | Lipid droplet cells 6.5 µM | P. falciparum M17LAP | CSM14.1 death rescue | MT stabilizer | MT stabilizer Hoechst-high % | MT stabilizer cytotoxicity % | Ins promoter up | Ins promoter up cell count | Autophagy HCS | Autophagy HCS cell loss 18 h
O=C(c1cccc(F)c1)N1CCN=C1SCc1cccnc1 | 4% | 3.2 | 0.016 | 2.3 | -1.4 | i | nt | nt | 10% | 1.3% | 4.7 | 2.4 | 3.7 | -0.64 | 871 | i | 13
CSCCC(NC(=O)c1ccccc1)C(=O)OCC(=O)c1ccc[nH]1 (centres undefined) | 5% | -0.58 | -0.32 | -0.54 | 0.36 | i | -1 | 649 | 0% | 2.7% | 2.6 | 2.9 | 4.8 | 2 | 1241 | i | 5
COc1ccccc1CN(Cc1nc2ccccc2c(=O)[nH]1)C(=O)Nc1cccc(C)c1 | 29% | 0.039 | -0.39 | -0.27 | 0.35 | i | 5 | 819 | 2% | 0.1% | 1.4 | 0.8 | 21 | nt | nt | i | 3
O=C(COc1ccc(Br)cc1CO)Nc1ccccc1F | 6% | 0.57 | -0.26 | 0.55 | 0.57 | i | 1 | 701 | -10% | -4.4% | 2.2 | 1.9 | 16 | 1.5 | 1229 | i | 3
CSc1nc(C(=O)N2CCc3c([nH]c4ccccc34)C2c2ccccn2)cs1 (centres undefined) | -1% | -0.015 | -0.32 | 0.11 | -0.054 | i | -3 | 695 | 0% | -0.6% | 2.8 | 1.2 | 6.7 | nt | nt | i | 0
Cc1ccc(S(=O)(=O)N2CCCC(C(=O)NCc3cccnc3)C2)cc1Cl (centres undefined) | -4% | 0.73 | -0.23 | 0.52 | 0.073 | i | nt | nt | -1% | -2.8% | 3.8 | 1.4 | 6.2 | -0.77 | 1053 | i | 26

Three compounds from above, ordered by their value in P. falciparum M1AAP, lowest first:
molecule | P. falciparum M1AAP | Dynein cargo inh | Dynein cargo inh cytoplasmic EGFP | Dynein cargo inh nuclear GR-EGFP | Dynein cargo inh cell count | P. falciparum M17LAP | MT stabilizer Hoechst-high %
Cc1ccc(S(=O)(=O)N2CCCC(C(=O)NCc3cccnc3)C2)cc1Cl (centres undefined) | -4% | 0.73 | -0.23 | 0.52 | 0.073 | -1% | 1.4
O=C(c1cccc(F)c1)N1CCN=C1SCc1cccnc1 | 4% | 3.2 | 0.016 | 2.3 | -1.4 | 10% | 2.4
O=C(COc1ccc(Br)cc1CO)Nc1ccccc1F | 6% | 0.57 | -0.26 | 0.55 | 0.57 | -10% | 1.9
